# Mdm2-MdmX inh: inhibitors of human Mdm2-MdmX association, primary screen, cell-based, luminescence, split luciferase, SaOS-2, uHTS | AID 485346, 2010 | SaOS-2 split-luciferase Mdm2/MdmX complementation | 330,000 tested, 3% active | inhibition, % at 8 µM | Protein Mdm4 (Homo sapiens) + E3 ubiquitin-protein ligase Mdm2 (Homo sapiens), …;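 active = inhibition of at least 50% at 8 µM in the primary screen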
# NALP3 yeast inh: NALP3 inflammasome inhibitors in reconstituted yeast, primary screen, luminescence, uHTS. Yeast reconstituted NLRP3/ASC/caspase-1, beta-gal luminescence, 24 h. inhibition, % at 10 µM. 330,000 tested, 0.39% active;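 active = inhibition of 50% or more; inactive = inhibition below 50%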;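 note: plate controls were induced DMSO wells for no effect and uninduced yeast grown without galactose for full effect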
# NR3A LBD binder: binders of NR3A ligand-binding domain, primary screen, biophysical, differential scanning fluorimetry, uHTS; Glutamate receptor ionotropic, NMDA 3A (GRIN3A) ligand-binding domain; NR3A LBD differential scanning fluorimetry, Tm shift; 0% = protein alone, 100% = glycine-bound protein; Tm shift relative to glycine control, % at 25 µM; 340,000 tested, 2.5% active; AID 1259313, 2017;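 active = melting temperature shift of at least 10% of the positive control shift, at one fixed dose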
# APJ agonist: agonists of human apelin receptor APJ, primary screen, CHO-K1 cells, PathHunter beta-arrestin, luminescence. P35414. activation, % at 20 µM. 0% DMSO wells, 100% apelin. 330,000 tested, 0.11% active;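 active = activation more than six SD over the plate average, tested at 20 µM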;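 note: 0% = DMSO alone and 100% = apelin-13 at 10 nM; some results filed as inactive read as strong as hits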
# Target sequence (P35414 whole entry, looked up): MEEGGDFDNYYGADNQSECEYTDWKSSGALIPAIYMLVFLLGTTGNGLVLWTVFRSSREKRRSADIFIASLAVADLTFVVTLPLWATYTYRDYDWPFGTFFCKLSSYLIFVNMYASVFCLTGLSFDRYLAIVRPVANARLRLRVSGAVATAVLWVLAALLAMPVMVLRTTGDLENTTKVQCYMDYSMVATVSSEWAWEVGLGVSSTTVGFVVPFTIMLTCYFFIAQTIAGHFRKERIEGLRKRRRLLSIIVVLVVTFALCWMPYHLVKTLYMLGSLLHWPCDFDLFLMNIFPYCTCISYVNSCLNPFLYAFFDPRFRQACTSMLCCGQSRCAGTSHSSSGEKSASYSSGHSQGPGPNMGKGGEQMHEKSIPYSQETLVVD
#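 system = engineered CHO-K1 APJ arrestin reporter cells | input = 1000 cells per well | timing = overnight seeding, 90 min compound at 25 °C, 1 h detection | measured by = enzyme-fragment complementation luminescence | read-out = beta-arrestin recruitment to APJ as agonist activity, luminescent signal | control set = negative DMSO alone, positive Apelin-13 at 10 nM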
# CHOP UPR activ: activators of apoptotic CHOP UPR arm, primary screen, cell-based, CHO-CHOP luciferase reporter, luminescence, uHTS; UPR activation; percent of tunicamycin response over DMSO baseline; AID 449763, 2010; 330,000 tested, 0.34% active; activation, % at 10 µM;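 active = at 10 µM dose, activation of 40% or more, normalized to positive control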;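 note: 100% = tunicamycin at 10 µg/mL and 0% = DMSO alone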
#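 measured by = luciferase luminescence | assay system = CHO-CHOP cells, stable luciferase reporter of PERK-eIF2a-CHOP signalling | amount = 500 reporter cells seeded per well | timing = 6 h compound exposure at 37 °C after overnight seeding | controls = positive tunicamycin 10 µg/mL, negative DMSO alone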
# TIM10 inh: growth inhibitors of isogenic TIM10 control yeast, primary screen, counter-screen for tim10-1 yeast inhibitor project, luminescence, uHTS. S. cerevisiae TIM10 strain growth, BacTiter-Glo luminescence, 24 h. 330,000 tested, 1.4% active. AID 463195, 2010. inhibition, % at 10 µM;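 active = inhibition of 40% or more at the single tested concentration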;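 note: wild-type TIM10 isogenic control strain grown at permissive 25 °C; 0% = DMSO yeast wells and 100% = minimal medium wells without yeast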
# XBP1 UPR activ: activators of adaptive XBP1 UPR arm, primary screen, cell-based, CHO-XBP1 luciferase reporter, luminescence, uHTS | IRE1-XBP1 UPR activation; percent of tunicamycin response, DMSO as zero | activation, % at 20 µM | 330,000 tested, 0.33% active;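 active = versus positive control, 20 µM dose yields 30% or more activation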;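 note: 100% = tunicamycin at 10 µg/mL and 0% = DMSO only wells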
#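 Test system: CHO-XBP1 luciferase reporter cells | Buffer or medium: Serum-containing F12 medium, 10% FBS | Schedule: 6 h compound exposure at 37 °C, 5% CO2 | Detection: Steady-Glo luciferase glow luminescence, 10 min after reagent addition | Read-out basis: Activation, % of tunicamycin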
# tim23-1 inh: growth inhibitors of tim23-1 mutant yeast, primary screen, luminescence, uHTS. S. cerevisiae tim23-1 growth, BacTiter-Glo luminescence, 24 h. inhibition, % at 20 µM. 330,000 tested, 1.3% active. AID 463212, 2010;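 active = growth inhibition of the mutant yeast at or above 50%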;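 note: temperature-sensitive mutant grown at 25 °C; plate controls were DMSO-treated mutant yeast for no effect and medium wells lacking yeast for full effect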
# tim10-1 inh: growth inhibitors of tim10-1 mutant yeast, primary screen, luminescence, uHTS | AID 463190, 2010 | 330,000 tested, 2.2% active | inhibition, % at 20 µM | S. cerevisiae tim10-1 ts strain growth, BacTiter-Glo, 24 h;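 active = inhibition of at least 40%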;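 note: mutant grown at 25 °C; 0% = DMSO wells with yeast and 100% = wells holding no yeast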
# Numbers without * were called inactive.
# A first look, 3 compounds:
Compound	tim23-1 inh	APJ agonist	CHOP UPR activ	tim10-1 inh	XBP1 UPR activ	NALP3 yeast inh	Mdm2-MdmX inh	NR3A LBD binder	TIM10 inh
COc1ccc(CNC(=O)C(C)N2CCN(S(=O)(=O)c3ccccc3F)CC2)cc1 (stereo not given)	8	-3	2.9	9	0	16	15	0	5
COC(=O)c1ccc(NC(=O)CN2C(=O)CCC2=O)cc1	22	11	-2.3	1	1	5	7	-1	-4
O=[N+]([O-])c1ccccc1S(=O)(=O)N1CCN(C2CCCC2)CC1	1	-2	1.3	-6	-2	23	8	3	-3

# The whole of this part, from the start:
Compound	tim23-1 inh	APJ agonist	CHOP UPR activ	tim10-1 inh	XBP1 UPR activ	NALP3 yeast inh	Mdm2-MdmX inh	NR3A LBD binder	TIM10 inh
COc1ccc(CNC(=O)C(C)N2CCN(S(=O)(=O)c3ccccc3F)CC2)cc1 (stereo not given)	8	-3	2.9	9	0	16	15	0	5
COC(=O)c1ccc(NC(=O)CN2C(=O)CCC2=O)cc1	22	11	-2.3	1	1	5	7	-1	-4
O=[N+]([O-])c1ccccc1S(=O)(=O)N1CCN(C2CCCC2)CC1	1	-2	1.3	-6	-2	23	8	3	-3
Cc1cc(C)cc(OCC(=O)NN2Cc3ccccc3C2=N)c1	-8	-3	-2.0	-9	-3	11	3	-5	-7
COc1ccc(S(=O)(=O)N2CCCCCC2)cc1NC(=O)CCCOc1ccccc1	2	-5	0.3	9	-3	13	2	-4	7
CCc1ccccc1N1C(=O)CN(Cc2cc(OC)c(OC)c(OC)c2)C1=S	27	-2	4.3	25	-6	12	17	-3	8
O=C(CN1C(=O)C2C3CCC(C3)C2C1=O)OCC(=O)c1ccc(Br)cc1 (stereo not given)	10	-8	0.5	-15	-1	-9	0	2	10
CCC(=O)N(CCC1(C(C)C)CCOC(C)(C)C1)Cc1ccco1 (stereo not given)	25	0	-0.5	38	-1	5	18	0	0
NC(=O)c1cc([N+](=O)[O-])ccc1NCC1CCCCC1	14	-3	1.6	24	4	24	7	0	13
CN(C)CC(C)(C)CNC(=O)C1CCN(CCCc2ccccc2)CC1	-47	0	1.8	-16	-1	18	32	4	-19
CCN(C(=O)COC(=O)CC1CCCCC1)c1c(N)n(Cc2ccccc2)c(=O)[nH]c1=O	-9	-2	0.2	-1	-1	15	8	-1	1
Cc1cc(NC(=O)c2cc(-c3cccc(OCC(C)C)c3)nc3ccccc23)no1	-10	1	1.3	-7	-5	14	-8	1	4
CC(=O)Nc1ccccc1NC(=O)C/C(C)=N/NC(=O)C(=O)N1CCCCC1	-14	-2	1.1	-5	-4	4	11	3	-6
Cn1c(=O)[nH]c(=O)c2c1nc(NCc1ccccc1)n2Cc1ccc(F)cc1	3	1	-1.5	-15	-2	31	-10	0	-2
CN(CCCC(=O)Nc1ccc(Br)cc1F)S(=O)(=O)c1ccccc1	22	3	-0.4	3	-3	3	-1	4	-62
O=C(COC(=O)Cc1ccccc1[N+](=O)[O-])NCC1CCCCC1	12	0	-0.1	17	0	3	13	0	9
COc1ccccc1NC(=O)N1CCC(C(=O)c2ccc(F)cc2)CC1	-5	-5	-1.8	18	-3	5	9	-1	6
O=C(NC1CCCCC1)N1CCCC(CNS(=O)(=O)Cc2ccccc2)C1 (stereo not given)	13	-2	-1.0	0	0	4	19	0	5
CC1CCN(C2=NC(=O)/C(=C/c3ccccc3F)S2)CC1	52*	-3	-4.3	46*	-5	15	44	-2	13
O=C(Nc1ccc(-c2cn3ccccc3n2)cc1)c1ccc(Cl)cc1	11	3	2.0	-5	1	18	-2	14*	3
CCOc1ccc(C(=O)COC(=O)c2nc3nccc(C)n3n2)cc1	-2	-3	1.2	-9	0	15	5	1	-1
Cc1[nH]nc2c1/C(=N\O)CCC2	1	-1	-2.5	12	-1	5	-11	-3	-5
COC(=O)Cc1csc(NCc2ccccc2)n1	-6	-6	1.5	2	13	18	-5	0	10
CC(C)Cc1ccc(C(=O)Nc2ccc(Cc3ccncc3)cc2)o1	21	0	-0.2	16	-3	21	23	3	-1
COc1ccc(C(=O)NN/C(=N/S(=O)(=O)c2ccc(C)cc2)c2ccccc2)cc1	11	-6	3.6	17	2	29	-184	1	2
COCCN(C(=S)Nc1c(C)cc(C)cc1C)C(C)c1cccnc1 (stereo not given)	26	-4	-2.5	6	-3	14	15	0	-22
COc1ccc(CNCC(O)(c2ccccc2)c2ccccc2)cc1OC	-3	1	-2.1	-4	0	14	17	0	3
COc1ccc(-c2nnnn2C)cc1S(=O)(=O)NCc1ccccc1	9	-3	-2.1	-5	4	-3	-27	1	-5
CC(C)OCCCNC(=O)c1cc2c(=O)n(C)c3ccccc3c2n1C	25	-1	-1.6	24	5	3	-19	2	19
Cc1ccc(C)c(NC(=O)c2sc(Cl)nc2C)c1	18	4	1.9	16	0	-17	-18	-10	9
Cc1cc(C)c2ccc(C(=O)O)nc2c1O	-2	7	-0.4	-1	-2	1	-11	-2	-9
Brc1ccc2nc(N3CCN(c4ccccc4)CC3)sc2c1	1	2	8.7	16	4	-6	-146	-3	1
O=c1c2ccccc2[nH]c(=S)n1CCCN1CCOCC1	33	-5	-1.3	15	0	3	22	2	3
COc1ccc(-c2cc(C(=O)Nc3cc(OC)cc(C(=O)Nc4cccc(C(F)(F)F)c4)c3)[nH]n2)cc1	7	8	29	7	37*	17	33	29*	-1
CCN(CC)C(=O)Nc1ccc(Br)cc1	11	-1	1.5	14	-2	2	2	-1	-7
O=C(CC(=O)Nc1ccccc1F)Nc1ccccc1F	18	-4	1.4	16	-1	28	1	-1	15
CC(=O)c1ccc(Nc2cnn(C34CC5CC(CC(CC(=O)O)(C5)C3)C4)c(=O)c2Cl)cc1	13	-4	-0.3	0	-5	0	4	-2	14
O=[N+]([O-])c1ccc(Cl)c(S(=O)(=O)NC2=NCCC2)c1	-8	11	1.2	-13	1	12	-1	-1	-8
CC(C)NC(=O)NS(=O)(=O)c1cnccc1NC1CC2CCC1C2 (stereo not given)	-9	-3	-0.9	-3	-2	18	8	1	6
CCOc1cc2[nH]c(=S)n(CCOC)c(=O)c2cc1OCC	4	-2	-1.4	20	-1	19	13	1	-1
O=C(CNc1ccc2c(c1)OCO2)N/N=C\c1cn(Cc2ccccc2)c2ccccc12	0	2	4.2	14	0	14	8	0	5
Cc1nc(SCC(=O)c2ccc(F)c(F)c2)[nH]c(=O)c1Oc1ccc(Cl)cc1	15	-6	-0.7	17	0	18	31	-1	24
S=C(Nc1ccc(Cl)c(Cl)c1)N1CCCC1	0	0	3.9	15	1	16	0	-2	11
O=C(CCC(=O)N1CCOc2ccccc21)N1CCOCC1	1	6	1.6	-16	-3	5	12	-1	-9
COC(=O)Nc1sc2c(c1C(N)=O)CCCCCC2	1	0	0.3	4	-4	25	11	-2	25
CCOc1ccc(Cn2nnc(C(=O)NCc3ccccc3)c2N)cc1	-5	-2	4.3	-5	0	9	24	-2	0
CSCC(=O)N1CCc2ccc(NC(=O)c3ccccc3Cl)cc2C1	8	-5	8.8	5	3	6	-4	0	7
O=c1cc(CSc2ccc(Cl)cc2)nc(-c2ccccn2)[nH]1	25	-11	30	27	21	64*	89*	8	-33
CN(C)CCNc1c2c(nc3nnnn13)CCCC2	12	-3	-1.8	4	-4	-12	-10	-1	-2
CCOc1ccc(NC(=O)Cc2ccc(S(=O)(=O)N3CCCCC3)cc2)cc1OCC	9	0	1.3	-2	-3	2	10	-10	-2
CCN(CC)C(=O)CSc1nc2ccccc2c(=O)n1CC	9	-7	-0.1	12	0	17	28	0	-11
CN(C)C(=O)CSC1c2ccccc2C(=O)N1c1ccccc1 (stereo not given)	3	0	-1.4	15	-2	8	16	0	3
CCCc1cc(-c2n[nH]c(=S)n2CC(C)C)cs1	41	-4	1.3	25	-3	35	-7	0	37
Cc1c(Cl)cccc1NC(=O)CCC(=O)NNC(=O)CCC(=O)O	-6	-3	1.6	6	0	14	-11	-1	-1
CC1(c2cccs2)CC(c2cccs2)=C(C#N)C(=O)N1 (stereo not given)	25	3	1.8	20	4	10	5	-5	11
O=C(N/N=C/c1ccc(F)cc1)c1cc(-c2ccc3c(c2)OCO3)n[nH]1	10	4	0.1	3	0	-2	1	29*	12
COc1ccc(C(=O)/C=C/Nc2ccc([N+](=O)[O-])cc2)cc1	-8	0	11	13	3	6	-13	-11	18
Cc1ccc(NC(=O)CC2NCCNC2=O)cc1Cl (stereo not given)	-4	-1	0.6	-5	3	19	1	0	-15
O=C(Cc1nc2ccccc2[nH]1)NCc1ccco1	19	1	-2.5	10	-8	7	18	1	8
Brc1ccc(N=Cc2ccccn2)cc1	0	-3	4.3	13	2	-6	-19	0	13

# Continuation:
Compound	tim23-1 inh	APJ agonist	CHOP UPR activ	tim10-1 inh	XBP1 UPR activ	NALP3 yeast inh	Mdm2-MdmX inh	NR3A LBD binder	TIM10 inh
COC(=O)CSc1nnc(-c2ccoc2C)n1-c1ccc(OC)cc1	27	1	-1.5	26	0	-4	-3	-1	21
NS(=O)(=O)c1ccc(N/C=C\C(=O)c2ccc3ccccc3c2)cc1	-3	-2	2.2	21	3	-4	23	3	-19
CCN(CC)C(=O)C1CCCN(Cc2ccc(OC)c(C)c2)C1 (stereo not given)	-1	-3	-0.5	8	0	-3	3	-2	-1
CC(=O)NC(c1ccc2ccccc2c1)c1ccc2cccnc2c1O (stereo not given)	55*	1	-1.1	18	-2	35	86*	-5	-28
COc1ccc(/C=C/C(=O)OCC(=O)NCCNC(=O)COC(=O)/C=C/c2ccc(OC)cc2)cc1	-6	2	-1.0	6	-2	14	14	3	-7
Cc1ccccc1OCC(=O)Nc1ccc2c(c1)C(=O)c1ccccc1C2=O	4	1	2.9	15	3	1	-15	2	10
O=C(NCc1ncc(C(F)(F)F)cc1Cl)Nc1ccccc1	20	-2	0.4	0	-1	24	18	-2	-6
COc1ccc(CC(=O)Nc2ccccc2-c2ccccc2)cc1OC	16	3	0.1	-19	-7	15	5	0	11
COc1ccc(C2C3=C(N=C4SCC(=O)N42)c2ccccc2CC3)cc1OC (stereo not given)	29	2	1.5	32	2	-1	3	-1	31

# High-throughput results from PubChem BioAssay.
